High-throughput results: PubChem BioAssay, several laboratories
AP ELISA ortho: orthogonal test for alternative complement pathway inhibitors; inhibition, % at 5 µM; Human serum alternative complement pathway, LPS-coated ELISA, C3 deposition; tested in compound mixtures; 62,000 tested, 0.08% active;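 active = inhibition above 30% in each of the two pooled mixtures holding the compound, so the lower value exceeds 30%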;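 note: 0% = serum in Mg-EGTA without compound and 100% = EDTA serum blank; some compounds past the cut are filed as inactive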
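Test system: human serum alternative complement pathway, C3 deposition on LPS-coated wells; also added: Plate-bound LPS; doses: 5 µM per compound in ten-compound mixtures; schedule: 1 h at 37 °C; detection: Anti-C3 ELISA, OD 450 nm; evaluation: percent inhibition of C3 deposition onto LPS; repeats: two pool placements per compound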
Hsp90 block: displaces geldanamycin probe from tumor Hsp90 | NCI-N417 lysate Hsp90, Cy3B-geldanamycin FP displacement | inhibition, % at 30 µM | 64,000 tested, 0.35% active | AID 429;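 active = inhibition above 50%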;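 note: 0% = tracer plus lysate wells and 100% = tracer alone without lysate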
JNK3 inh: JNK3 (human) kinase inhibition; AID 746; 60,000 tested, 0.61% active; inhibition, % at 8 µM; purified JNK3 kinase activity, HTS; P53779; in the data active = inhibition above about 17%;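 note: 0% = DMSO and 100% = reference inhibitor; many of its hits are not listed in these tables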
Target sequence (P53779 whole entry, looked up): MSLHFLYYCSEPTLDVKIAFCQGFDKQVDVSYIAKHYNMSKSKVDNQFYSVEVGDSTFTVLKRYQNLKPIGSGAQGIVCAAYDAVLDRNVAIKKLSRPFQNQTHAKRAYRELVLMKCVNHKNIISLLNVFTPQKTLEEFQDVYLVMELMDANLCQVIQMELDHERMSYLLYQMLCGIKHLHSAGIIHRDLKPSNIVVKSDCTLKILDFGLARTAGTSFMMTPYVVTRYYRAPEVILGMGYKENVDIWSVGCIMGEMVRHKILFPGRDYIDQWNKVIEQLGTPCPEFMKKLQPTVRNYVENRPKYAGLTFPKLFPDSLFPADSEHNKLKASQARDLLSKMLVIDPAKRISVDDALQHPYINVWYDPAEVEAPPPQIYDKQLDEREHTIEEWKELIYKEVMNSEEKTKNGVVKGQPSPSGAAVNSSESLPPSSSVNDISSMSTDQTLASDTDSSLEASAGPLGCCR
DUSP1 inh: blocks human MKP-1 phosphatase activity | P28562 | recombinant MKP-1, OMFP hydrolysis fluorescence | inhibition, %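 (compounds tested at a single concentration somewhere between 10 and 100 µM)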 | 65,000 tested, 0.15% active | AID 374;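 active = inhibition above about 50%, limit read from the data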;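 note: 0% = DMSO max control wells and 100% = wells with enzyme stopped by NaOH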
Cdc25B inh: inhibitors of human Cdc25B phosphatase | inhibition, %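 (compounds tested at 10 µM final in the well)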 | P30305 | recombinant Cdc25B, OMFP fluorescence Ex485/Em525 | 65,000 tested, 0.1% active; in the data active = inhibition above about 50%
FXIa mix inh: inhibitors of human coagulation factor XIa, pooled mixtures; P03951; purified FXIa, fluorogenic substrate; inhibition, % at 5 µM; 62,000 tested, 0.19% active;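 note: each value is inhibition by a whole ten-compound pool holding the compound; 0% = enzyme with no mixture and 100% = wells lacking enzyme; strong numbers were not always called active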
Target sequence (P03951 19-387 limits assumed): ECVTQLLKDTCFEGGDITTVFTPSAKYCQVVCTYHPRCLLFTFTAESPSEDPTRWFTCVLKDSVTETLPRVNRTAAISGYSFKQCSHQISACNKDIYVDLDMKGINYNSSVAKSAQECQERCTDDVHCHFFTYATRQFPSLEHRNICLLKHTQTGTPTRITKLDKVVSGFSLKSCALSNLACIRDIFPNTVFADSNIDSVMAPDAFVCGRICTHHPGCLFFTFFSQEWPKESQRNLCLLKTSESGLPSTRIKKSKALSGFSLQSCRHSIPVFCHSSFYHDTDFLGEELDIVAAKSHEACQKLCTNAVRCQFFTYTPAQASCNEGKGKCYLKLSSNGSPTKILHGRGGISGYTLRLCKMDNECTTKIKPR
Target sequence (P03951 388-625 limits assumed): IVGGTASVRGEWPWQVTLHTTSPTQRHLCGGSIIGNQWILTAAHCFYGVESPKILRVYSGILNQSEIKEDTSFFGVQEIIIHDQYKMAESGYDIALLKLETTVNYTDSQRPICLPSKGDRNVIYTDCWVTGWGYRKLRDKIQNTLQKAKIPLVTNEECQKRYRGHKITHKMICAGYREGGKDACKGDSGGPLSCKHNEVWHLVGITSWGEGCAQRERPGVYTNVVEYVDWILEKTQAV
FXIIa mix inh: inhibitors of human coagulation factor XIIa, pooled mixtures; P00748; AID 684; inhibition, % at 5 µM; 62,000 tested, 0.2% active; purified FXIIa, fluorogenic substrate;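 note: 0% = enzyme without compound and 100% = no enzyme blank; some results filed as inactive read as strong as hits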
MMP13 inh: MMP13 (human) collagenase inhibition | P45452 | MMP-13 fTHP FRET cleavage, Mca fluorescence | inhibition, % at 4 µM | 65,000 tested, 0.07% active | AID 570;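 active = inhibition above the mean of compound-free control plate wells plus 3 SD, cut at about 14% in these data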;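 note: 0% = DMSO wells and 100% = wells with reference MMP-13 inhibitor after basal subtraction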
A340 absorber: absorbance at 340 nm | compound absorbance at 340 nm, fold over control | fold change at 10 µM | 65,000 tested, under 10 active;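 active = at 10 µM dose, initial 340 nm absorbance at least 2 fold that of control wells; inactive = change under 2 fold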;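 note: initial absorbance extrapolated from kinetic A340 decline of NADH oxidation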
The depositor's hits bear a star; . = no result given. Cut-off read from the data, not from the text of the source, unless noted: active = inhibition above about 20% (passing the limit was not always enough); inactive = the rest.

Molecule,AP ELISA ortho,Hsp90 block,JNK3 inh,DUSP1 inh,Cdc25B inh,FXIa mix inh,FXIIa mix inh,MMP13 inh,A340 absorber
CCCCN(C(=O)Cn1nnc2ccccc21)C(C(=O)NCCOC)c1ccc(OC)cc1 (stereo not given),3,0,-3,31,2,3,6,-2,0.99
O=C(CCc1nc(-c2ccccc2)no1)NCC1CCCO1 (stereo not given),13,-11,1,-8,10,3,-10,1,1
COc1ccc(Cn2c(CCCO)nc3ccccc32)cc1OC,9,-1,-3,9,2,5,6,-2,1
Cc1nn2c(N3CCN(c4ccccn4)CC3)cc(C(C)C)nc2c1-c1ccccc1,22,-2,1,12,-1,-5,5,-2,1
CC(C)COC(=O)n1c(SCC(=O)N(C)C)nc2ccccc21,4,-2,1,14,3,10,5,0,1
COc1ccc(-c2nc3n(n2)C(c2ccccc2Cl)C(C(N)=O)=C(C)N3)cc1 (stereo not given),16,-1,0,3,-11,9,0,-2,1
CN1C(=O)C2(C(C#N)=C(N)Oc3n[nH]c(-c4ccc(Cl)cc4)c32)c2ccccc21 (stereo not given),-14,-4,-1,-4,3,1,2,7,1.1
CC(CNC(=O)C1CCCCC1)NC(=O)C1CCCCC1 (stereo not given),-4,-5,6,0,-3,5,3,3,1
O=C(CCN1C(=O)C2C3C=CC(C3)C2C1=O)NCCc1ccccc1 (stereo not given),20,-2,11,-7,-3,-5,4,-2,1
C=CCn1c(SCC(=O)O)nnc1-c1ccc(C(C)(C)C)cc1,10,2,-2,8,-4,5,2,9,1
C=CCn1c(NCCO)nc2sc3c(c2c1=O)CCC3,9,-1,-1,1,-9,4,11,-6,1.1
COc1ccc(C2=Nn3c(nnc3-c3cccnc3)SC2)cc1,21,1,1,-8,-1,5,-6,2,1

(continued)
Molecule,AP ELISA ortho,Hsp90 block,JNK3 inh,DUSP1 inh,Cdc25B inh,FXIa mix inh,FXIIa mix inh,MMP13 inh,A340 absorber
CCOC(=O)Cn1nnc(-c2ccc(OCC(C)C)cc2)n1,24,-2,3,28,5,10,1,1,1
COc1ccc(Cn2nnnc2C(c2cccs2)N2CCOCC2)cc1 (stereo not given),8,0,-3,1,11,-2,1,1,0.98
COc1ccc2c(c1)CCc1c(C(=O)NCCc3ccc(OC)c(OC)c3)noc1-2,7,-2,8,-15,-14,4,0,-2,1
O=C(CSc1nc(N2CCCCC2)nc(N2CCCCC2)n1)c1ccccc1,18,-3,1,3,-9,-2,-15,0,1
CC(C)OC(=O)CN1C(=O)C(C)(C)Oc2ccc(C(=O)NC3CC3)cc21,7,3,3,-8,-5,12,2,3,1
COCC(=O)N(Cc1ccc(OC)cc1)Cc1nc2ccccc2c(=O)[nH]1,0,-3,-9,-4,1,12,3,6,0.99
O=C(CSc1nc(O)c(Cc2ccccc2F)c(=O)[nH]1)N1CCCCCC1,21,-5,4,5,-27,-1,-7,4,0.96
COc1ccc(NC(=O)C2CCCN2c2ccc(OC)c(OC)c2)cc1OC (stereo not given),14,.,.,5,-3,-3,33,0,1.1
N#C/C(=C(/O)CN1CCOCC1)c1nc2ccccc2s1,-2,-3,4,-6,-8,2,0,4,1.1
CCCS(=O)(=O)c1c(S(=O)(=O)CCC)c2c3ccccc3ccn2c1C(N)=O,4,-1,-5,4,-9,4,11,-4,1
Cc1c(C(=O)CN2CCOCC2)[nH]c2ccccc12,6,-3,-6,-35,4,4,1,2,1
Cc1cccc(Cc2nnc(NC(=O)c3cccc(S(=O)(=O)N4CCOCC4)c3)s2)c1,3,-3,-11,1,-11,6,1,3,1

(cont.)
Molecule,AP ELISA ortho,Hsp90 block,JNK3 inh,DUSP1 inh,Cdc25B inh,FXIa mix inh,FXIIa mix inh,MMP13 inh,A340 absorber
O=C(Nc1nncs1)c1ccc(N2C(=O)C3C4C=CC(C4)C3C2=O)cc1 (stereo not given),13,0,17*,-3,-3,5,8,2,1
CCOC(=O)C1=C(c2ccccc2)OC(N)=C(C#N)C1C(C)C (stereo not given),5,1,1,0,-13,-6,3,1,0.97
CSC1=C(C#N)C(c2cccc(Br)c2)CC(=O)N1 (stereo not given),5,-3,3,20,-20,4,-2,0,1
C/C(O)=c1/ccc2cccc3nc(C)nc1c23,14,15,-10,28,12,6,1,2,1.1
c1ccc(CSc2nnc(-c3ccncc3)o2)cc1,7,1,2,-9,-4,-2,7,5,1
C=CCn1c(NC(=O)c2ccc(C)cc2)c(C#N)sc1=N,6,-2,-6,4,-2,7,-15,-2,0.99
CSc1nsc(SC)c1NC(=O)OCc1ccccc1,13,-2,0,-3,-17,2,7,-4,1
Nc1nnc(-c2cc3ccccc3oc2=O)s1,7,-2,1,12,-3,-17,-14,-28,1
COc1ccc(C2C(C(=O)c3cccs3)=C(O)C(=O)N2c2nncs2)cc1 (stereo not given),15,.,.,17,-14,43*,1,-6,1.1
c1ccc2c(c1)[nH]c1c(NCC3CCCO3)ncnc12 (stereo not given),-8,-5,-2,-2,2,1,5,-32,1.1
CSc1nc2c(cnn2-c2ccc(C)c(C)c2)c(=O)[nH]1,21,-2,-3,-1,-2,8,10,-9,1.1
COc1ccc(NC(=O)c2ccccc2NS(C)(=O)=O)cc1OC,12,8,7,4,-3,8,7,0,1.1

Going on with the list:
Molecule,AP ELISA ortho,Hsp90 block,JNK3 inh,DUSP1 inh,Cdc25B inh,FXIa mix inh,FXIIa mix inh,MMP13 inh,A340 absorber
COC(=O)NCc1ccc(Cl)c(Cl)c1,4,-6,-3,-3,-5,9,8,3,1
CN(C)CCCNC(=O)CC(c1ccccc1)c1ccccc1O (stereo not given),12,-4,-9,-3,-2,6,7,4,1
O=C(Nc1cn(-c2ccccc2)nc1-c1cccs1)c1ccco1,-16,1,1,0,-5,0,-2,-1,1.1
CCC1=C(C(=O)OC)C(c2cc(OC)ccc2OC)C(C#N)=C(N)O1 (stereo not given),1,0,-2,-7,-11,6,8,-14,0.98
Cc1nn(-c2ccccn2)c2c1-c1nc(N)ncc1CC2,3,0,8,-13,2,-2,10,-48,1
Oc1ccc(CN2CCCCC2)nc1-c1ccccc1,6,-4,0,-26,6,5,4,-36,1.1
COc1cc2c(cc1NCc1ccccn1)oc1ccccc12,-2,-7,-12,-4,1,-1,-25,-32,1
Cc1nnc(SCc2ccc(Cl)cc2)n1CC1CCCO1 (stereo not given),9,4,-13,20,-7,1,0,-1,1.1
CCOC(=O)CSc1nnc(Cn2nnc(-c3ccccc3)n2)n1C,4,-4,-2,-1,-9,1,1,1,1.1
COc1ccc(NC(=O)N(Cc2ccc(C)cc2)Cc2ccccn2)c(OC)c1,8,0,4,-1,-16,1,-2,5,1
COc1cc2cc(CN(CCO)S(=O)(=O)c3ccccc3Cl)c(=O)[nH]c2cc1OC,16,0,7,1,-8,8,2,-32,1
COc1ccccc1CN(C)C(=O)C1COc2ccccc2O1 (stereo not given),9,1,3,4,-10,1,3,-3,0.97

Part of the list above, limited to JNK3 inh.
SMILES,JNK3 inh
Oc1ccc(CN2CCCCC2)nc1-c1ccccc1,0
COc1ccc(NC(=O)N(Cc2ccc(C)cc2)Cc2ccccn2)c(OC)c1,4

Following part
Molecule,AP ELISA ortho,Hsp90 block,JNK3 inh,DUSP1 inh,Cdc25B inh,FXIa mix inh,FXIIa mix inh,MMP13 inh,A340 absorber
Cc1c(N(C(=O)c2cc(=O)[nH]c3ccccc23)C(C)C)c(=O)n(-c2ccccc2)n1C,6,2,-4,-23,-3,3,-5,5,1
CC1=C(SCCC#N)S/C(=C2\SC(C)=C(SCCC#N)S2)S1,.,-11,1,30,9,.,.,6,1.1
Cc1cc(=O)[nH]c(SCC(=O)c2ccc(C(C)C)cc2)n1,3,0,-4,-9,-1,-5,12,3,1
CC(=O)N1CCc2cc(S(=O)(=O)CCC(=O)NCc3ccc4c(c3)OCO4)ccc21,-14,1,3,-6,-10,5,13,-2,1
CSC1=NCCN1C(=O)c1ccc(S(=O)(=O)N2CCCC2)cc1,11,-1,2,-5,-5,6,-17,0,0.99
c1ccc(Cn2nnnc2C(c2cccnc2)N2CCN(C3CCCCC3)CC2)cc1 (stereo not given),16,-4,-3,6,-2,2,-10,-8,0.98
Oc1cccc(C(=S)N2CCN(Cc3ccccc3)CC2)c1,14,-10,0,1,6,-4,0,0,1
CCCc1[nH]nc2c1C(c1cn[nH]c1-c1ccc(F)cc1)C(C#N)=C(N)O2 (stereo not given),1,-1,4,0,5,21*,1,1,0.99
CCOC(=O)c1c(C)n(C)c2c(C)cc(O)c(OC(=O)CC)c12,6,-4,-4,6,7,0,1,-6,1.1
CC(=O)c1ccc(NC(=O)CSc2nnc(NC(=O)CN3CCOCC3)s2)cc1,5,.,.,8,-10,11,4,6,1.1
CN(C)C(=O)N1CCC(C(=O)NCc2ccccc2)CC1,16,-2,3,11,-5,7,10,-10,1
O=C1OCCN1CCN(CN1C(=O)CCC1=O)CN1C(=O)CCC1=O,13,-2,4,3,21,2,5,-2,0.99

Later entries
Molecule,AP ELISA ortho,Hsp90 block,JNK3 inh,DUSP1 inh,Cdc25B inh,FXIa mix inh,FXIIa mix inh,MMP13 inh,A340 absorber
CCOc1ccccc1N1CCN(C(=O)Nc2ccc(F)c(Cl)c2)CC1,3,-6,5,21,-1,2,2,-2,1
CCOC(=O)c1ccc(N2C(=O)CC(C(=O)OC)=C2C)cc1,7,0,2,5,9,11,3,2,1.1
Cc1ccc(OCCC(=O)OCC(=O)N2c3ccccc3CC2C)cc1 (stereo not given),9,-4,1,14,-3,-2,-7,2,1
CC1CCCCN1C(=O)Cn1nnc(-c2cccnc2)n1 (stereo not given),1,-7,1,5,-4,18,6,1,0.98
Cc1nc2c(C(=O)N3CCCCC3)cnn2c(C)c1Cc1ccccc1F,4,4,.,31,-3,7,4,-28,1
Cc1cc2nn(-c3ccccc3)nc2cc1NC(=O)c1cccs1,12,-1,0,3,-15,5,8,-1,1.1
O=C(CC1SCCNC1=O)Nc1cccc(C(F)(F)F)c1 (stereo not given),11,3,3,13,6,5,-19,4,1
CCC(C)(C(=O)NC1CCCC1)N(C(=O)CNC(C)=O)c1ccc(C)cc1 (stereo not given),13,.,.,16,-1,8,17,5,1
COc1cc(NC(=O)c2cc3c(=O)n(C)c4ccccc4c3n2C)cc(OC)c1OC,9,0,4,-3,3,1,1,-12,1.1
CN(CC(=O)N1CC(=O)N(CCc2ccccc2)C(=O)C1)S(=O)(=O)c1cccc2nsnc12,5,2,7,15,-11,0,-14,-3,1.1
CCOc1ccc(NC(=O)CSc2nnc(C)n2CCCOC)cc1,23,-2,5,-17,0,10,-5,-3,1
Cc1onc(-c2ccccc2)c1C(=O)Nc1cccc(C#N)c1,4,-2,4,9,-10,5,-10,1,1

4 of the entries above in order of their number in JNK3 inh, descending.
SMILES	JNK3 inh
CN(CC(=O)N1CC(=O)N(CCc2ccccc2)C(=O)C1)S(=O)(=O)c1cccc2nsnc12	7
COc1cc(NC(=O)c2cc3c(=O)n(C)c4ccccc4c3n2C)cc(OC)c1OC	4
O=C(CC1SCCNC1=O)Nc1cccc(C(F)(F)F)c1 (stereo not given)	3
CCOC(=O)c1ccc(N2C(=O)CC(C(=O)OC)=C2C)cc1	2

Going on with the list:
Molecule,AP ELISA ortho,Hsp90 block,JNK3 inh,DUSP1 inh,Cdc25B inh,FXIa mix inh,FXIIa mix inh,MMP13 inh,A340 absorber
CC(=O)Nc1cccc(NC(=O)CSc2nc(C)c(C)c(C)c2C#N)c1,.,15,1,-31,-22,.,.,3,1
Cc1onc(-c2ccccc2Cl)c1C(=O)Nc1ccc(S(=O)(=O)NCC2CCCO2)cc1 (stereo not given),10,-1,-6,36,8,12,12,3,1.1
Cc1ccc(/C=c2\sc3nc(-c4ccccc4Br)nn3c2=O)o1,7,-20,6,15,6,12,12,-10,1
Cc1cc(OCC(=O)c2ccc(F)cc2)ccc1N1C(=O)CCC1=O,-8,0,3,-2,4,-5,-14,-1,1.1
C=CCNC(=O)C(C#N)c1nc2ccccc2nc1N1CCCCCC1 (stereo not given),11,-8,6,15,13,4,4,-57,1
CC(=O)Nc1cccc2c1OCCO2,9,-2,0,19,1,-2,-5,-1,1
